Screens (PubChem)
KDM5B inhibitor: blocks human KDM5B histone demethylase activity; KDM5B demethylase, FDH-coupled NADH fluorescence (FDH is formaldehyde dehydrogenase); hit rate 2.6% among 220,000; AID 1347165; Potency, µM (series often up to 57.7 µM), for the others: at the top dose activity change, negative = inhibition, most hits filed as inhibitors; active means well fitted inhibition curve with a large enough effect; inconclusive means small, poorly fitted or top-dose-only effect; inactive means no such curve, though single readings can be large or run the other way; further: 0% is about no effect; nearly all actives have a fitted effect of over 70% in size
Target sequence (Q9UGL1 whole entry, looked up): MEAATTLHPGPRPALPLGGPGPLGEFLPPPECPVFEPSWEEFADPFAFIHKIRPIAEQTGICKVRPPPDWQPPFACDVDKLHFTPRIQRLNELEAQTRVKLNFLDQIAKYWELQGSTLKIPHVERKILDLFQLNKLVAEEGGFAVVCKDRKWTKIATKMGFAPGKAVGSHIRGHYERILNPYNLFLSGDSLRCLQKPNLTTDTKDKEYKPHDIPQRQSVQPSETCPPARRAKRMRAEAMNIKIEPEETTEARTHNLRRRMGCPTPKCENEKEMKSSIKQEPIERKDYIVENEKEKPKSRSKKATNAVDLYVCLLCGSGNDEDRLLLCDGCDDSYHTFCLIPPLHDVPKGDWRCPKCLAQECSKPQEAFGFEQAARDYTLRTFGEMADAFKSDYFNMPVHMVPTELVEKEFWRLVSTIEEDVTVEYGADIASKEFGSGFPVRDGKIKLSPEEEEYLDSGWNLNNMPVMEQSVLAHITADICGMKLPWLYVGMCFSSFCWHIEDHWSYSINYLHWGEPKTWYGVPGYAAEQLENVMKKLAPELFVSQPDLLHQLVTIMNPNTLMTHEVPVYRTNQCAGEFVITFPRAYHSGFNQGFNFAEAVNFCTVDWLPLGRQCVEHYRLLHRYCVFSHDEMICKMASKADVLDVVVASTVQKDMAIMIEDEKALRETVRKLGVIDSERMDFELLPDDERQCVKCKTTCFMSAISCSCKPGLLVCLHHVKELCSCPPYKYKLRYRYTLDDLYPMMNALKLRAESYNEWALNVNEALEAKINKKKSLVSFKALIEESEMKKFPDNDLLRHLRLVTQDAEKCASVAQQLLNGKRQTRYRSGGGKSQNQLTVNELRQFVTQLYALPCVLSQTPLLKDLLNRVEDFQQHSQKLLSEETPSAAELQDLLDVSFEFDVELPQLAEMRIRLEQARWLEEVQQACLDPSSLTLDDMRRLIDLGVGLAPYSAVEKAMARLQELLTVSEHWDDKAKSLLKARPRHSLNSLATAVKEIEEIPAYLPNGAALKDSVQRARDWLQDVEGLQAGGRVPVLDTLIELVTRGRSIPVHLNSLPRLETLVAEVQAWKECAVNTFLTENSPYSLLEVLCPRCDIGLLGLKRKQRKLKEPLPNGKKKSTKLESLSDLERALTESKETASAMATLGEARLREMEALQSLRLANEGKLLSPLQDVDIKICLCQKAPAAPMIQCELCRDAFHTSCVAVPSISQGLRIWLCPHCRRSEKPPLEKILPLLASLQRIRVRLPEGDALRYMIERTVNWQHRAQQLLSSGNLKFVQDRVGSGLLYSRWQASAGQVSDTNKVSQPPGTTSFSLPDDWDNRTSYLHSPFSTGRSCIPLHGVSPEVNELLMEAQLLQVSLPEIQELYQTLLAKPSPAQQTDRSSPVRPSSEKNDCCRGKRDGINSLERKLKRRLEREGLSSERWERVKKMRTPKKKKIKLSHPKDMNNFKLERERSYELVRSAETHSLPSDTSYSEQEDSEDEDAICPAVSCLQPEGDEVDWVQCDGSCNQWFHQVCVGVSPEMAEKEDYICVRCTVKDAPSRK
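Here, H3K4me3 peptide (12.5 µM in substrate mix) is demethylated by KDM5BΔAP, 200 nM final, after 10 min compound exposure. Formaldehyde product is coupled through FDH (0.25 U/mL in mix) to NADH fluorescence; 30-min ΔRFU feeds dose-response curves.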
Active calls of the source: *; ? = inconclusive; [ ] = remark or other dose. Potency means the concentration at half of the fitted maximal effect. The list is partial, so the mix of outcomes need not match the whole.

| Molecule | KDM5B inhibitor |
| --- | --- |
| CN(C)S(=O)(=O)N1CCC(N2C(=O)C(OCC3CC3)C23CCCCC3)CC1 (stereo not drawn) | -2% |
| COc1ccc(NC(=O)CCn2nc(-c3ccccc3)c3ccccc3c2=O)cc1C(N)=O | -6% |
| CC(C)CCNC(=O)c1cnc2n1CCN(Cc1c[nH]c3ccccc13)CC2 | 4%[86.2 µM] |
| COCCC1(NS(C)(=O)=O)CCN(C(=O)Nc2ccc3c(c2)OCCO3)CC1 | -7% |
| CCc1ccc(C(=O)Nc2sc(C)c(C)c2C#N)s1 | ? |
| CC(C)NC(=O)C(=O)c1c(-c2ccccc2)[nH]c2ccccc12 | -9% |
| O=C1CCC(C(=O)N2CCCn3ccnc3C2c2ccccc2)=NN1 (stereo not drawn) | -10% |
| CCc1cccc(NC(=O)CCN2C(=O)c3ccccc3Sc3ncccc32)c1 | ? |
| N#Cc1c(N)sc2c1CCCCCCCCCC2 | ? |
| CCOc1ccc2c(c1)c(=O)c(C(=O)c1ccc(CC)cc1)cn2CC(=O)Nc1ccccc1C | 5% |
| Cc1ccc(C(C)NC(=O)C2CCCO2)cc1 (stereo not drawn) | -3% |
| O=C(c1nccc2ccccc12)N1CCc2c(nc3cc(-c4ccccc4)[nH]n3c2=O)C1 | ? |
| COc1cccc(CN2CC[C@H]3COC(=O)N3c3cc(F)ccc3C2)c1 | 11%[86.2 µM] |
| CN1C(=O)Cc2cc(C(=O)NCc3cccnc3)ccc21 | 18% |
| CC1CCN(S(=O)(=O)c2ccc(C(=O)Nc3nc4ccc(F)cc4s3)cc2)CC1 | -13% |
| COCCN(C)C(=O)c1ccc2c(c1)NC(C)(COc1ccc3[nH]ccc3c1)CO2 (stereo not drawn) | -4%[86.2 µM] |
| COc1ccc(OC)c(S(=O)(=O)Nc2ccc(-c3ccc(N4CCOCC4)nn3)cc2)c1 | ? |
| O=C(CNc1ccc(Br)cc1)N1CCNC1=O | 12% |
| COC(=O)c1ccc(NC(=O)C(NC(=O)c2ccc(OC)cc2)C(C)C)c(C)c1 (stereo not drawn) | 16% |
| COc1ccc(CCNC(=O)c2ccc3c(c2)ncn3-c2ccc(C)cc2C)cc1OC | 9% |
| CCC(CC)CN(CC(=O)NC(N)=O)CC(=O)OC | 15% |
| O=C(NS(=O)(=O)Oc1ccc(F)cc1F)OC[C@@H]1CCCN2CCCCC12 (stereo partly drawn) | 13% |
| COc1cc(OC)c(C2=NOC(C(=O)NCCc3ccccc3)C2)cc1Cl (stereo not drawn) | 1% |
| CCn1nc(NC(=O)c2ccco2)c2cc3cc(C)ccc3nc21 | ? |

Next section; the last three above are carried over.
| Molecule | KDM5B inhibitor |
| --- | --- |
| O=C(NS(=O)(=O)Oc1ccc(F)cc1F)OC[C@@H]1CCCN2CCCCC12 (stereo partly drawn) | 13% |
| COc1cc(OC)c(C2=NOC(C(=O)NCCc3ccccc3)C2)cc1Cl (stereo not drawn) | 1% |
| CCn1nc(NC(=O)c2ccco2)c2cc3cc(C)ccc3nc21 | ? |
| CCOc1ccccc1N(CC)C(=O)Cn1ncc2c1-c1ccccc1OC2 | -13% |
| Cc1ccc2[nH]cc(C(C(=O)O)N3CCN(Cc4cccc5ccccc45)CC3)c2c1 (stereo not drawn) | -12% |
| CCC(C)NC(=O)CCc1c(C)nc2nc(-c3cc(OC)cc(OC)c3)nn2c1C (stereo not drawn) | 15% |
| Cc1cccc(OCCOC(=O)c2n[nH]c(=O)c3ccccc23)c1 | -13% |
| COc1cc(Cl)c(C)cc1-n1cc(C(=O)c2cc(C)ccc2O)cc(C#N)c1=O | 2% |
| CCn1ccc2cc(S(=O)(=O)N3CCC(C(=O)NCc4ccc(OC)cc4)CC3)ccc21 | -11% |
| CCCCNC(=S)Nc1ccccc1Cl | -19% |
| COc1ccccc1N1CCN(C(=O)CN2C(=O)NC(c3ccc(Cl)cc3)C3=C2COC3=O)CC1 (stereo not drawn) | -29% |
| COC(=O)c1cc(NC(=O)C(CC(C)C)NC(=O)c2ccccc2C)cc(C(=O)OC)c1 (stereo not drawn) | -7% |
| O=Cc1ccc(-c2cc(Cl)c(Cl)cc2Cl)o1 | 15% |
| CCc1cccc(NC(=O)Cn2c(=O)n(Cc3ccccc3)c(=O)c3c2c2cc(OC)ccc2n3C)c1 | ? |
| CCOC(=O)c1c(C)[nH]c(C)c1S(=O)(=O)N1CCCC(C(=O)N2CCN(c3ccccc3)CC2)C1 (stereo not drawn) | -2% |
| COc1cccc(C(=O)N(C)Cc2cccc(C(F)(F)F)c2)c1 | 9%[86.2 µM] |
| COc1ccc(C(=O)NCC(c2cccnc2)N2CCc3ccccc3C2)cc1 (stereo not drawn) | 11% |
| COCCN1C(=O)N(C2Cc3ccccc3C2)C(=O)C12CCN(Cc1ccc(CO)o1)CC2 | 1% |
| Cc1cccc(Nc2nnc(-c3ccc(C)c(S(=O)(=O)N4CCN(C)CC4)c3)c3ccccc23)c1 | -14% |
| O=C1CCCN1CC1CCN(C(=O)c2ccc(N3CCC(O)CC3)nc2)CC1 | ? |
| O=C(NCC(=O)N(Cc1cccs1)C1(C(=O)NC2CCCC2)CCCCC1)c1ccccc1 | 13% |
| CCN1C(=O)CCc2cc(NC(=O)c3cc(OC)cc(OC)c3)ccc21 | 18% |
| COc1ccc(Cn2cc(C(=O)c3ccc(F)cc3)c(=O)c3cc4c(cc32)OCCO4)cc1 | -1% |
| CCNc1cc(N2CCC(CCC(=O)N3CCN(c4cccc(OC)c4)CC3)CC2)ncn1 | -4% |
| COc1ccc(C2C(C(C)=O)=C(O)C(=O)N2c2ccccc2)c(OC)c1 (stereo not drawn) | -35% |
| Cc1oc2c(c1C(=O)N1CCN(C3CCCC3)CC1)CN(Cc1cccc(F)c1)CC2 | ? |
| COc1ccccc1N1CCN(C(=O)CSc2nc3ccccc3nc2Cc2ccc(C)cc2)CC1 | -17% |
| O=C(O)C1=NOC2CN(C(=O)c3ccc4c(c3)OCO4)CC12 (stereo not drawn) | 9%[149 µM] |
| COc1ccc(-c2ccnc(-c3nnc(C)n3CCN(C)C)c2)cc1OC | 28µM* |
| CCN(CC)C(=O)Oc1ccc2c(=O)c(-c3ccc(OC)cc3)c(C(F)(F)F)oc2c1 | 8% |
| COC(=O)c1ccc(C#Cc2ccccc2)o1 | ? |
| O=C(COc1ccccc1)Nc1cccc(-c2cn3cccnc3n2)c1 | ? |
| c1cncc(-c2nc(Oc3cccc4ccccc34)c3ccccc3n2)c1 | 12% |
| O=C(NCCO)c1cc2c([nH]c3ccccc32)c(-c2ccccc2)n1 | ? |
| Cn1nc(C2CCN(C(=O)Nc3ccccc3)CC2)[nH]c1=O | -11%[86.2 µM] |
| C#CC1(O)CC(C)(C)NC(C)(C)C1 | -10% |
| N#Cc1ccccc1O | -16% |
| COc1ccc2c(c1)CCc1c-2n[nH]c1C(=O)N1CCc2c(nc3cc(-c4ccccc4)[nH]n3c2=O)C1 | 16µM* |
| O=C1NC2(CCN(Cc3ccc(F)cc3)CC2)Oc2ccccc21 | -11%[86.2 µM] |
| COc1ccccc1CNC(=O)C1CCN(C(=O)c2ncn3c2COC(c2ccc(F)cc2)C3)CC1 (stereo not drawn) | 14% |
| O=C(CSc1ccc(-c2ccccc2)nn1)NC1CCCCC1 | -6% |
| O=C(CSc1nccn1Cc1ccc(Cl)cc1)NCc1ccccc1 | -11% |
| CCOc1cccc(CNC(=O)c2ccc(N3CCCC3)c(NC(=O)NCc3ccccc3)c2)c1 | ? |
| O=C(O)CCC(=O)c1ccc2ccc3cccc4ccc1c2c34 | ? |
| CCOc1ccc(C2C3=C(CCCC3=O)Nc3nc(-c4ccc(Cl)cc4)nn32)cc1 (stereo not drawn) | 2% |
| CC1=NS(=O)(=O)N(Cc2cccc(C)c2)C=C1C(=O)O | -13% |
| O=C1NC(=NC2CCCCC2)C2(CCN(CC3CCCCC3)C2)N1c1cccnc1 (stereo not drawn) | 21%[115 µM] |
| O=C(Cn1nc(C(F)(F)F)c2c1CCCC2)Nc1ccc(Br)cc1 | -8% |
| COc1ccc(OCC(=O)Nc2cc(-c3nn(C)c(=O)c4ccccc34)ccc2OC)cc1 | 9% |
| O=C(NC1CCNCC1)c1cc(C2CC2)nc2c1c(C1CCCN1)nn2-c1ccccc1 (stereo not drawn) | -20%[115 µM] |
| O=C(CSc1nc2c([nH]c3ccccc32)c(=O)n1-c1ccc(Cl)cc1)N1CCOCC1 | -12% |
| CC(Oc1ccccc1)C(=O)Nc1ccc(OCc2cc(=O)n3ccsc3n2)cc1 (stereo not drawn) | ? |
| O=c1ncn(Cc2ccccc2)c2ccc(-c3ccoc3)nc12 | 40µM* |
| COc1cccc(N2CCN(C(=O)CCn3nc(C)c(S(=O)(=O)N4CCCC4)c3C)CC2)c1 | -10% |
| COc1cc(NC(=O)C(Cc2ccccc2)NS(=O)(=O)c2cccs2)cc(OC)c1 (stereo not drawn) | ? |
| Cc1ccc(CC2C(=O)N(c3cc(Cl)ccn3)C(=O)C2C)cc1 (stereo not drawn) | 0% |
| Cc1cc(NC(=O)C2CC2)sc1C(=O)NCc1ccc(Cl)cc1Cl | 5% |
| CCC(CC)C(=O)Nc1c2c(nn1-c1ccc(C)cc1)CS(=O)(=O)C2 | 31%[activator] |
| COc1ccc(NC(=O)CSc2nc(-c3ccccc3)nc3c2Cc2c(CO)cnc(C)c2O3)cc1Cl | -9% |
| COc1ccc(OCC(=O)Nc2ccc(-c3nc4cc(C)c(C)cc4o3)cc2)cc1 | ? |
| COc1cccc(Cn2c(CNC(=O)Cc3cccc(C)c3)nc3cccnc32)c1 | -16% |
| COc1ccc(NC(=O)C(C(C)C)N2Cc3ccccc3C2=O)cc1 (stereo not drawn) | -26% |
| O=C1N(CCCc2ccccc2)c2ccccc2C1(O)c1c[nH]c2ccccc12 (stereo not drawn) | -3% |

Next part:
| Molecule | KDM5B inhibitor |
| --- | --- |
| Cc1cnc2c(S(=O)(=O)NC(c3cccs3)C(C)C)cccc2c1 (stereo not drawn) | 18% |
| Cc1ccc(-c2nc(CN3CCN(C(=O)C4CCCO4)CC3)co2)c(C)c1 (stereo not drawn) | 3% |
| CC(NC(=O)CSc1nnc(-c2cccnc2)n1-c1ccccc1)c1ccc2c(c1)OCCO2 (stereo not drawn) | 10% |
| COCC(=O)NC1CCC12CCN(C(=O)Cc1cccc(F)c1)CC2 (stereo not drawn) | 32%[activator] |
| COCC(C)N(C)C(=O)c1cc2ccccc2c(OC)n1 (stereo not drawn) | -9% |
| CCN1C(=O)COC[C@@H]1[C@H](O)c1ccc(NC(=O)c2cccs2)cc1 | 1%[86.2 µM] |
| CCn1nccc1C(=O)NCCC1CCN(C(=O)Nc2ccc(C)cc2)CC1 | -16% |
| CCCNC(=O)N(C1CCOCC1)C1CCN(C(=O)c2ccc3ccccc3n2)CC1 | -8% |
| CNC(=O)c1cccc(S(=O)(=O)N2CCC3(CCCNC3)C2)c1 (stereo not drawn) | 18% |
| COCC1CN(C(C)=O)CC12CCN(Cc1cccc(C(F)(F)F)c1)CC2 (stereo not drawn) | 5% |
| O=C(CSc1cn(CC(=O)N2CCCC2)c2ccccc12)Nc1ccccc1C(F)(F)F | ? |
| CCN(CC)S(=O)(=O)c1cc(-c2ccc(=O)n(C(C)C(=O)Nc3cccc(C#N)c3)n2)ccc1C (stereo not drawn) | ? |

6 compounds out of the list, arranged by SMILES length, smallest number first.
| Molecule | KDM5B inhibitor |
| --- | --- |
| COCC(=O)NC1CCC12CCN(C(=O)Cc1cccc(F)c1)CC2 (stereo not drawn) | 32%[activator] |
| CNC(=O)c1cccc(S(=O)(=O)N2CCC3(CCCNC3)C2)c1 (stereo not drawn) | 18% |
| CCn1nccc1C(=O)NCCC1CCN(C(=O)Nc2ccc(C)cc2)CC1 | -16% |
| O=C(CSc1cn(CC(=O)N2CCCC2)c2ccccc12)Nc1ccccc1C(F)(F)F | ? |
| CC(NC(=O)CSc1nnc(-c2cccnc2)n1-c1ccccc1)c1ccc2c(c1)OCCO2 (stereo not drawn) | 10% |
| CCN(CC)S(=O)(=O)c1cc(-c2ccc(=O)n(C(C)C(=O)Nc3cccc(C#N)c3)n2)ccc1C (stereo not drawn) | ? |

(cont.)
| Molecule | KDM5B inhibitor |
| --- | --- |
| COc1ccc(-c2nc(-c3c(C)noc3C)cc3c2cc(C)n3C)cn1 | 35µM* |
| CCCCn1c(N)c(N(CC(C)C)C(=O)c2cc3c(s2)CCC(C)C3)c(=O)[nH]c1=O (stereo not drawn) | 9% |
| COc1cc(C2c3c(oc4ccccc4c3=O)C(=O)N2Cc2ccccc2Cl)ccc1O (stereo not drawn) | 9% |
| CCCCN(CCCC)S(=O)(=O)c1ccc2oc(C(=O)NCc3ccccc3)c(C)c2c1 | -10% |
| COc1cccc(N2CCN(C(=O)C3CCN(S(=O)(=O)c4ccc5c(c4)oc(=O)n5C)CC3)CC2)c1 | ? |
| CCc1ccc(NC(=O)CCC2=C(C)NS(=O)(=O)N=C2C)cc1 | 12% |
| COc1cc(-c2cn(C)c(=O)n3cc(CNc4ccccc4)nc23)ccn1 | -18%[86.2 µM] |
| CCN1CCN(CC(O)COc2cccc(CNC3(c4ccccc4)CC3)c2)CC1 (stereo not drawn) | -8% |
| Nc1c(C(=O)c2ccc(F)cc2)sc2nc3c(cc12)CN(Cc1ccccc1)CC3 | -24% |
| CCCCC(CC)C(=O)Nc1ccc2ccccc2c1 (stereo not drawn) | 17% |
| COC(=O)NCCc1ccncc1 | 13% |
| Cc1ccc(Cn2cc(C(=O)c3ccc(C)cc3)c(=O)c3ccc(C)nc32)cc1 | 18% |
| Cc1ccc(-c2cc3c(=O)n(CCNC(=O)c4nn(C)c5ccccc45)ccn3n2)c(C)c1 | 28µM* |
| N/C(=N\c1nc2ccccc2o1)NC(=O)c1ccc(-c2ccccc2)cc1 | 15% |
| Cc1oc(-c2cccc(Cl)c2)nc1CSCC(=O)O | -23% |
| CCn1ccc(C(=O)N2CCC(c3noc(-c4ccncc4)n3)C2)n1 (stereo not drawn) | -12% |
